Source: PubChem (several laboratories)
MgcRacGAP inhibition: MgcRacGAP GTPase-activating activity inhibitors, confirmation, biochemical, ADP Hunter fluorescence | 340,000 tested, 0.6% active | MgcRacGAP-stimulated Rac1 GTP hydrolysis, ADP Hunter fluorescence; higher % means a stronger effect; GST-tagged Rac1 F28L mutant substrate | one-dose inhibition, % at 30 µM; IC50 in µM for titrated hits;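 active = first-screen hits whose inhibition reached a set limit at any dose in the follow-up dose series; inconclusive = inhibition above the set first-screen limit but never retested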;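 also: fluorescence reports GDP produced by GAP-driven GTP hydrolysis; strong numbers were not always called active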
T cell modulator: T cell immune modulation candidate; 2C CD8+ T cell-vesicle binding, flow cytometry; hits give low values; calls only at 7 µM; 330,000 tested, 0.068% active;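 active = response, share of CD8 T cells binding vesicles, and their 90th percentile fluorescence all below set limits, cut at about 80% in these data, passing the limit was not always enough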
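Material: 2C TCR transgenic mouse naive CD8+ T cells, MACS-purified. Also added: QL9-charged Drosophila Ld/ICAM-1/B7-1 vesicles. Timing: binding 1.5 h at 37 °C. Measured by: high-throughput flow cytometry with anti-B7-1 and anti-CD8 staining. Read-out: percent CD8+ FL2 mean versus row control. Controls: Unloaded micro-vesicles (low), QL9 vesicles with 0.7% DMSO (high).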
Large T inhibition: SV40 large T antigen inhibitors, biochemical (AID 1903) | inhibition, % at 20 µM, or IC50 in µM where a hit was titrated | 310,000 tested, 0.39% active | SV40 large T antigen ATPase/helicase inhibition assay; higher % means a stronger effect; in the data active = a potency from the dose series; inconclusive = inhibition mostly from about 32% at the one dose, without a potency; inactive = the rest, 99 in 100 with inhibition below about 32%; also: strong numbers were not always called active
PhoP inhibition: inhibitors of PhoP regulon expression, primary screen, Salmonella Typhimurium, GFP reporter (AID 1863); S. Typhimurium PhoP-regulated promoter GFP reporter, 4 h; higher % means a stronger effect; inhibition, % at 50 µM, or IC50 in µM where a hit was titrated; 300,000 tested, 0.16% active;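 active = inhibition over 29.93%, a cutoff 3 SD above the screen mean, later confirmed by dose response; inconclusive = inhibition over 29.93% but no dose response follow-up; inactive = inhibition at most 29.93% or unconfirmed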;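 also: 0% = low Mg2+ inducing control and 100% = high Mg2+ repressing control; strong numbers were not always called active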
TNAP activators: human TNAP enzyme activators, primary screen, biochemical, luminescent, no phosphate acceptor, uHTS (AID 1001). purified TNAP, luminescent activation assay, no phosphate acceptor; higher activation fold means a stronger effect. 200,000 tested, 0.03% active. one-dose activation fold at 20 µM; EC50 in µM for titrated hits; in the data active = activation fold from about 3, or a potency from the dose series; inactive = the rest, 99 in 100 with activation fold below about 1.6; also: many of its hits are not listed in these tables
RSV antiviral HEp-2: inhibition of RSV-induced cytopathic effect – HEp-2 cells, primary 10 µM value included (AID 2391); CPE inhibition, % at 10 µM; hits with a dose series show IC50 in µM; 310,000 tested, 0.13% active; HEp-2 cells, RSV-induced CPE inhibition; higher % means a stronger effect; in the data active = a potency from the dose series; inconclusive = CPE inhibition mostly from about 23% at the one dose, without a potency; inactive = the rest, 99 in 100 with CPE inhibition below about 21%; also: strong numbers were not always called active
Myeloid diff MLP: promotes myeloid progenitor differentiation; AID 624256; 360,000 tested, 1% active; calls only at 10 µM; ER-HoxA9 myeloid progenitors, lysozyme-GFP differentiation, flow cytometry;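 active = normalized GFP-positive differentiation at or above the plate's own cutoff, the solvent-only control mean plus 3 SD; inconclusive = no clear call, values can overlap the other calls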;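 also: cells exposed to compound for four days before flow analysis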
K1F lysis inhibition: inhibition of K1F phage lysis, E. coli UTI89, bacterial capsule biogenesis inhibitors, alamar blue (AID 488966); 340,000 tested, 0.02% active; inhibition, % at 100 µM; hits with a dose series show IC50 in µM; E. coli UTI89 K1F phage lysis, alamar blue, 2 h; higher % means a stronger effect;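 active = phage lysis inhibition, versus mean bacterial control, above a set limit; inconclusive = no clear call, values can overlap the other calls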;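 also: capsule biogenesis inhibitors block K1F phage lysis so surviving cells raise fluorescence; higher fluorescence means more inhibition of phage lysis; actives were called in the ten point dose series up to 300 µM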
NTR1 agonist: agonists of NTR1, primary screen, imaging, U2OS cells, beta-arrestin-GFP, high content (AID 493036); NTR1-U2OS beta-arrestin-GFP spot imaging, agonist mode; P30989; 330,000 tested, 0.17% active; activation, % at 20 µM;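 active = activation at or above 40% of the spot to cytoplasm intensity ratio, with at least 20 cells analyzed; inconclusive = wells under 20 cells, flagged as cytotoxic or low count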;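 also: 0% = DMSO without peptide and 100% = 100 nM NTR1 peptide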
Target sequence (P30989 whole entry, looked up): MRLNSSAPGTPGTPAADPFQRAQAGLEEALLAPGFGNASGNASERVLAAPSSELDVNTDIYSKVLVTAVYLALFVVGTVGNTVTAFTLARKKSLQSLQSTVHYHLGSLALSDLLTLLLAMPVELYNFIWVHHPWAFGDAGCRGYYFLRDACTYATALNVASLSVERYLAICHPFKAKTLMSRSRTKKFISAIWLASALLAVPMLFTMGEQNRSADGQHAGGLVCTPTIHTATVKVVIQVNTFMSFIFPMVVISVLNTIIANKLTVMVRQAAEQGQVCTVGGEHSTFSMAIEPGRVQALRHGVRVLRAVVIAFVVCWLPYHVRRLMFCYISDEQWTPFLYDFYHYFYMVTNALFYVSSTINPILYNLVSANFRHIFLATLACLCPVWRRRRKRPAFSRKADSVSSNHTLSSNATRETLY
T cell modulator vesicle-bound %: further read-out of T cell modulator, marked with its call; double positive events, %; measured here: CD8+ vesicle-bound cell fraction;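 binding gate set so that unloaded-vesicle control wells show 10% double positive cells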
NTR1 agonist cell count 20 µM: recorded beside NTR1 agonist, whose call it bears; cell count; measured here: cell count, cytotoxicity flag
Myeloid diff MLP GFP+ MAC1+ %: recorded beside Myeloid diff MLP, whose call it bears; GFP+ MAC1+ double positive, %; measured here: differentiation confirmed by MAC1 staining
* marks the source's active call; other numbers are inactive results; i = inactive; ? = inconclusive; / = no result given; + = active, no number; [ ] = remark or other dose.

structure,MgcRacGAP inhibition,T cell modulator vesicle-bound %,Large T inhibition,RSV antiviral HEp-2,NTR1 agonist cell count 20 µM,T cell modulator,Myeloid diff MLP,TNAP activators,K1F lysis inhibition,NTR1 agonist,PhoP inhibition,Myeloid diff MLP GFP+ MAC1+ %
Cc1cccc(NC(=O)c2cccc(N3C(=O)C4C5C=CC(C6CC56)C4C3=O)c2)c1 (stereo not given),8%,27,13%,9.3%,50,i,i,/,0.0%,2.8,-4%,0.2
CCCc1sc(N)nc1-c1ccc(Cl)cc1,9%,42,19%,0.7%,63,i,i,1,0.1%,-1.6,3%,0.5
Cn1nccc1C(=O)N1CCCC(N2CCN(c3cccc(C(F)(F)F)c3)CC2)C1 (stereo not given),5%,19,12%,4.3%,52,i,i,/,-0.2%,2.3,3%,1.1
CC(=O)N(c1nnc(-c2ccc(C)cc2)s1)C1CCCC1,1%,64,4%,1.9%,51,i,i,/,-0.1%,0.1,6%,0.5
COC(=O)C1=C(C)NC(=O)/C1=C\c1ccc2c(c1)OCO2,2%,20,7%,0.4%,86,i,i,1,1.2%,2.5,-3%,1.5
Fc1cccc(Cl)c1CNC(c1ccccc1)c1ccccc1,-1%,26,4%,1.8%,53,i,i,1.1,-0.2%,5.9,-5%,1.8
Cc1cc2nc3s/c(=C/c4ccc(-c5ccccc5C(=O)O)o4)c(=O)n3c2cc1C,?,36,9%,7.5%,99,i,+,/,0.2%,-0.2,4%,25*
C/C(=N\NC(=O)CSc1nc2ccccc2s1)c1ccco1,1%,36,6%,2.5%,55,i,i,1,0.4%,2.9,2%,0.8
CCCNc1nc2c(c(=O)[nH]c(=O)n2C)n1CCOc1ccccc1,13%,54,8%,0.7%,66,i,i,/,0.2%,0.1,7%,0.4
Cc1ccc(/C=N/NC(=O)c2nnn(-c3nonc3N)c2CN(C)C2CCCCC2)cc1,2%,9,-6%,0.5%,57,i,i,/,0.4%,5.9,-4%,1.1
COCCNC(=S)N/N=C(\C)c1cccc([N+](=O)[O-])c1,6%,6,11%,2.5%,73,i,i,1.1,2.2%[50 µM],-1.0,-8%,0.2
O=C(Cc1ccc(S(=O)(=O)N2CCOCC2)s1)N1CCN(c2ccc(C(F)(F)F)cc2[N+](=O)[O-])CC1,6%,35,7%,?,50,i,/,/,-1.2%,1.9,2%,/
CCOC(=O)C1=C(C)N(C)C(=S)NC1c1cccc(Cl)c1Cl (stereo not given),3%,60,1%,3.7%,69,i,i,1.1,0.1%,-1.3,1%,0.0
O=C1CN(C(=O)COC(=O)CNC(=O)c2ccc(Cl)cc2)c2ccccc2N1,3%,31,25%,0.7%,77,i,i,1.1,0.3%,-1.7,-2%,0.3
CCOCCn1c(N2CCN(c3ccccc3)CC2)nc2c1c(=O)n(C)c(=O)n2C,4%,15,22%,0.7%,101,i,i,1.1,0.3%,1.1,12%,0.6
O=S(=O)(CCN1CCOCC1)c1ccc(Cl)cc1,7%,31,14%,-1.6%,59,i,i,/,1.3%,-0.6,/,0.3
CC1CN=C(NC(=O)c2cccc([N+](=O)[O-])c2)S1 (stereo not given),10%,56,17%,0.9%,60,i,i,/,0.1%,1.0,-3%,0.2
Cn1cc(Br)c(C(=O)NNC(=O)c2ccccc2)n1,-2%,33,12%,1.4%,32,i,i,1.4,2.7%,1.0,-3%,0.9
Cc1cc2nc(C)n(CCCNC(=O)Nc3ccc(F)cc3)c2cc1C,3%,20,7%,-0.4%,59,i,i,1.1,-0.1%,-0.3,23%,1.7
COc1ccc(NC2CCCN(C(=O)c3ccc(OC)cc3OC)C2)cc1 (stereo not given),-1%,9,82µM*,2.8%,53,i,i,/,1.6%[50 µM],-0.3,-2%,3.0
CCOC(=O)c1cc(C)sc1NC(=O)CCC(=O)O,2%,3,3%,2.0%,65,i,i,1,-0.9%,2.1,8%,0.5
CCCCn1c(=O)[nH]c2ccccc21,1%,27,5%,0.6%,60,i,i,1.1,1.8%,-2.0,0%,1.9
COc1cccc2cc(C(=O)Nc3cccc(C)n3)c(=O)oc12,5%,53,/,2.1%,44,i,i,0.9,0.6%,1.7,/,1.1
O=[N+]([O-])c1ccc(Nc2c3ccccc3nc3ccccc23)cc1,5%,/,-1%,/,108*,/,i,0.9,0.9%,44*,1%,1.4
Cc1cc2c(cc(C(=O)OC(C(=O)NCC3CCCO3)C(C)C)n2C)o1 (stereo not given),8%,55,4%,7.1%,101,i,i,1.1,0.2%,-1.4,3%,0.3
Cc1ccc(S(=O)(=O)N2CCN(C(=O)c3ccccc3OCc3c(C)noc3C)CC2)cc1,4%,29,/,-0.2%,52,i,i,/,1.8%[50 µM],-2.9,/,1.0
COc1ccccc1OCCNC(=O)c1cc(F)c(F)cc1Cl,7%,50,2%,3.1%,48,i,i,1.2,1.5%,0.7,-9%,0.2
CSC(=NC#N)N1CCN(c2c(C)cccc2C)CC1,0%,47,5%,13%,36,i,i,1,0.2%,-0.1,0%,0.9
CC(=O)Nc1ccc(SC[C@H](C)CN2CC[C@H](C(C)(C)C)CCC2=O)cc1,4%,16,/,1.8%,46,i,i,/,-0.6%,2.2,/,1.6
CCn1nc(NS(=O)(=O)c2cccc3nonc23)c2cc3ccc(C)cc3nc21,15%,6,16%,5.1%,46,i,i,/,0.0%,0.5,-8%,6.4
CN(C)C(=O)CCC(=O)N1CCCC(N2CCN(c3cccc(C(F)(F)F)c3)CC2)C1 (stereo not given),13%,64,17%,1.2%,40,i,i,/,0.4%,3.4,2%,0.4
O=C(c1cccc(C(F)(F)F)c1)C1CCCN(C(=O)c2cc(C3CC3)[nH]n2)C1 (stereo not given),8%,19,7%,12%,62,i,+,/,0.1%,1.9,0%,5.1*
O=S(=O)(c1cccc2cccnc12)N1CCN(Cc2ccccc2)CC1,-1%,53,5%,1.8%,66,i,i,1.1,0.2%,2.8,3%,0.6
O=C(c1ncc[nH]1)c1ccco1,9%,30,10%,1.3%,55,i,i,1,-0.2%,-1.1,-4%,0.3
CC(C)CNS(=O)(=O)c1ccc(CCC(=O)O)cc1,8%,45,2%,1.4%,41,i,i,1,1.0%,-1.7,-9%,0.7
COc1cc(C(=O)O)ccc1O,10%,20,23%,0.6%,89,i,i,1,0.4%,-1.7,1%,1.8
Cc1c(CCC(=O)N[C@@H](CC(C)C)C(=O)O)c(=O)oc2c(C)c3oc4c(c3cc12)CCCC4,7%,10,13%,4.6%,91,i,i,/,1.0%[50 µM],0.2,0%,1.1
Cc1ccc(-n2c(CSc3nc(C)cc(C)n3)nnc2SCC(=O)NCc2ccco2)cc1,3%,19,3%,0.6%,86,i,i,1,-0.6%,0.1,12%,1.8
CC(C)C12CN3CC(C(C)C)(CN(C1)C3c1ccc3c(c1)OCO3)C2=O (stereo not given),6%,12,9%,2.8%,68,i,i,1,0.1%,0.0,-3%,4.0
CCC(C(=O)OCC(=O)Nc1ccccc1-c1ccccc1)c1ccccc1 (stereo not given),7%,32,6%,4.2%,70,i,i,1.1,0.7%,0.9,-2%,0.5
COc1cc(OC)cc(C(=O)OCC(=O)c2cc(C)n(CC3CCCO3)c2C)c1 (stereo not given),4%,38,/,0.8%,101,i,i,/,0.8%[50 µM],1.6,/,0.6
COC(CNC(=O)c1ccc(-n2c(=S)[nH]c3ccccc3c2=O)cc1)OC,3%,30,4%,0.4%,60,i,i,1,1.4%,1.0,-6%,0.3
O=C(CSc1nc(C(F)(F)F)cc(=O)[nH]1)N1CCOCC1,3%,58,19%,1.7%,63,i,i,/,0.1%[50 µM],2.4,-4%,0.4
COc1ccc(C)cc1NC(=O)CO/N=C(\N)CC(=O)NC1CCCCC1,3%,33,/,0.4%,58,i,i,/,0.6%[50 µM],-2.3,/,0.4
CCN1CCc2c(sc(NC(=O)CN3C(=O)c4ccccc4C3=O)c2C(N)=O)C1,3%,6,2%,1.7%,40,i,i,1.1,1.0%,-0.3,4%,0.1
CCOc1ccc(S(=O)(=O)N(CC(=O)NCC(F)(F)F)Cc2ccco2)cc1,6%,3,-2%,1.7%,82,i,i,1.1,1.2%[50 µM],-0.3,-3%,0.6

Shown with values under each structure: part of the list above.
Below each SMILES – MgcRacGAP inhibition, T cell modulator vesicle-bound %, Large T inhibition, RSV antiviral HEp-2, NTR1 agonist cell count 20 µM, T cell modulator, Myeloid diff MLP, TNAP activators, K1F lysis inhibition, NTR1 agonist, PhoP inhibition, Myeloid diff MLP GFP+ MAC1+ %
> Cc1c(CCC(=O)N[C@@H](CC(C)C)C(=O)O)c(=O)oc2c(C)c3oc4c(c3cc12)CCCC4
    7%, 10, 13%, 4.6%, 91, i, i, /, 1.0%[50 µM], 0.2, 0%, 1.1
> Cc1ccc(-n2c(CSc3nc(C)cc(C)n3)nnc2SCC(=O)NCc2ccco2)cc1
    3%, 19, 3%, 0.6%, 86, i, i, 1, -0.6%, 0.1, 12%, 1.8
